Compound activity from PubChem BioAssay.
ALOX12 inh – blocks human arachidonate 12S-lipoxygenase; P18054; Potency, µM (top dose mostly 108 µM), for inactives: at the top dose activity change, negative = inhibition, actives largely listed as inhibitors; AID 1671190; purified 12hLO, xylenol orange hydroperoxide absorbance; actives 1.1% (n = 580,000); active = well fitted inhibition curve with a large enough effect; inconclusive = small, poorly fitted or top-dose-only effect, or another doubt; inactive = no such curve, though single readings can be large or run the other way
Target sequence (P18054 whole entry, looked up): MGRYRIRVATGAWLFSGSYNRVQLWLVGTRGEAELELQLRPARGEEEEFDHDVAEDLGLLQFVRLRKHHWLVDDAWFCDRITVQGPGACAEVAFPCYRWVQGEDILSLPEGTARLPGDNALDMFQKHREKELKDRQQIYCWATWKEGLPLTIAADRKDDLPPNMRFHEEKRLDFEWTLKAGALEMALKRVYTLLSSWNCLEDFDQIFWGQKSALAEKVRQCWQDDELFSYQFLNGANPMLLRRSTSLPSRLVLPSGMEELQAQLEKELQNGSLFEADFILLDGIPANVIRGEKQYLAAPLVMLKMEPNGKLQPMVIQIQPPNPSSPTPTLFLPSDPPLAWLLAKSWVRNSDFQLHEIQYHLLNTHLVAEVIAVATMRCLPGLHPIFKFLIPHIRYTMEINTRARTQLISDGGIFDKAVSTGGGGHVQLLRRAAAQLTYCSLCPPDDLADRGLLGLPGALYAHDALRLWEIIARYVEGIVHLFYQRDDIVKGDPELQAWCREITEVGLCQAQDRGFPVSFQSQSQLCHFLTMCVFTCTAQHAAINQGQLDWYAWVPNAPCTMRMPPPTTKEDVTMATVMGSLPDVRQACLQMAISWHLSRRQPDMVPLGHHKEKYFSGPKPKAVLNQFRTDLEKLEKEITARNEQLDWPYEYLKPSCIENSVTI
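Hydroperoxide product was detected by ferrous iron/xylenol orange as the 573 to 405 nm absorbance ratio. Arachidonic acid at 40 uM (final) was turned over for 30 min at room temperature by 150 nM human 12hLO, pH 7.0 Hepes buffer, after 15 min compound preincubation.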
Numbers without * were called inactive; ? = inconclusive; [ ] = dose if it differs, or a comment. % is scaled to controls: 0 for no effect and ±100 for the full control effect; potency is read from the fitted curve at half-maximal effect.

Compound,ALOX12 inh
CC(C)c1ccc(N2C(=O)N[C@@H]3CCN(C(=O)c4ccc(C(F)(F)F)cc4)[C@@H]3C2=O)cc1,16%
O=C(Nc1ccc(Oc2ccccc2)cc1)N[C@H]1CO[C@H]2[C@@H]1OC[C@@H]2n1cc(-c2ccccc2)nn1,57%[activator]
CCCCCCNC(=O)c1ccc(Nc2ccc(-c3ccccc3)nn2)cc1,1%
Cc1cc(C)cc(-c2ccc(C(=O)NCCCn3ccnc3C(C)C)cn2)c1,71%[activator]
COCc1nc(C2CC(Nc3ncnc4ccsc34)C2)cc(=O)[nH]1 (stereo not drawn),79%[activator]
CC1(CNc2ccccc2)COc2ccc(C(=O)NCCOc3ccccc3)cc2N1 (stereo not drawn),9%[176 µM]
COCC1CN(S(=O)(=O)c2c(C)noc2C)CC12CCNCC2 (stereo not drawn),4%
COc1cccc(CC(=O)N2CCCN(c3cc(-c4ccc(Br)cc4)[nH]n3)CC2)c1,-19%
CSCCC(C(=O)Nc1c(C)cccc1C)n1c(-c2ccc(-c3ccccc3)cc2)nc2ccccc21 (stereo not drawn),3%
CCS(=O)(=O)NCC1(COc2ccc(S(C)(=O)=O)cc2)C[C@@H](O)[C@@H](O)C1 (stereo partly drawn),13µM*
C=CCNC(=O)N[C@H]1CCN2C(=O)c3ccc(Cl)cc3NC(=O)[C@@H]2C1,-13%[176 µM]
CN(CC1CCOCC1)S(=O)(=O)c1cc(F)cc(F)c1,50%[activator]
CC1(C)C[C@H](NC(=O)c2cccc(F)c2)[C@@]2(CCC(=O)NCc3ccco3)CC[C@](C)(O)C[C@@H]12,18%
Cc1nn2c(c1-c1ccccc1N1CCCC1)N(C(=O)c1cccc(N(C)C)c1)CCC2,61%[activator][176 µM]
C=CCC(C(=O)c1ccccc1)C(=O)c1ccccc1,-22%
Cc1nc(N2CCC(C(=O)NCCc3ccccc3)CC2)cc(C(F)(F)F)n1,29%
COc1ccc(OC)c(NC(=O)CSc2nc3c(c(=O)n2C)SCC3)c1,?
COc1ccc(Cl)cc1NC(=O)c1cccc(-c2ccc(S(=O)(=O)N3CCCC3)cc2)c1,-9%
Cc1cc(Cl)ccc1NS(=O)(=O)c1cc(-c2c(C)nn3c2NC(=O)CCC3=O)ccc1C,-18%
CCc1ccc(NC(=O)C2CCN(c3ncnc4c3sc3ncccc34)CC2)cc1,3%
CCC(CC)NC(=O)Cn1cnc2c1c(=O)n(C)c(=O)n2C,-5%
COc1cccc(/C=C(/C#N)C(=O)c2c[nH]c3cc(F)ccc23)c1,?
CC(C)CC(NC(N)=O)C(=O)Nc1ccc(C(C)(C)C)cc1 (stereo not drawn),2%
CN(c1ccccc1)C1CNC1,?
CC(=O)c1c(C)oc2c(Cl)cc(NS(=O)(=O)c3ccc(C(C)(C)C)cc3)cc12,21%
O=C(Cn1nnc(-c2ccc(F)cc2)n1)NC(=O)NC1CCCCC1,-5%
CC(C)CNC(=O)C1(C)CCN1C(=O)c1ccc(C(C)(C)C)cc1 (stereo not drawn),15%
COC(=O)CNC(=O)C1CCc2nnc(-c3ccccc3OC)n21 (stereo not drawn),0%[6.33 µM]
CC(C)OCCCNC(=O)C1Cn2cccc2C(=O)N1 (stereo not drawn),19%
O=C(CC1CCCC1)NCc1ccncc1,42%[activator]
CCc1ccc(-c2nc(SC(C(=O)N(CC)CC)c3ccccc3)n[nH]2)cc1 (stereo not drawn),?
OCCCCSc1ccc(O)cc1,-2%
Cc1cc(C)c2c(=O)cc(C(=O)Nc3ccc(OC(F)F)cc3)oc2c1,-16%
CCCn1c(C)cc(C(=O)COC(=O)c2nn(CCC)c(=O)c3ccccc23)c1C,?
COc1nccnc1NC1CCN(C(=O)COc2ccc(C)cc2)CC1,45%[activator]
O=C(O)c1ccc(COc2ccc(Br)cc2)cc1,16%
O=C(C1CC1)N1CCC(Cc2nc(-c3ccccc3)n[nH]2)C1 (stereo not drawn),1%
O=C(c1ccc(Cl)cc1)N1CC2(CCN(C3COC3)C2)Cc2ccccc21 (stereo not drawn),40µM*
O=c1[nH]nc2n1CCN(S(=O)(=O)c1ccc3c(c1)OCCO3)CC2,2%
COc1ccccc1C(NC(=O)C1CCN(CCc2ccc(Br)cc2)CC1)c1ccccn1 (stereo not drawn),40µM*
CCOC(=O)c1[nH]c2ccccc2c1NC(=O)CCN1CCCC(C)C1 (stereo not drawn),-7%
c1ccc(COc2ccc(CN3CCSCC3)cc2)nc1,25%
Cc1ccc(S(=O)(=O)N(C)CC2CCOC2)c(C)c1 (stereo not drawn),28%
COc1ccc(CN2Cc3[nH]cnc3C[C@H]2c2nc(-c3ccccc3)no2)cc1,94%[activator][176 µM]
CCn1ccc2oc(C)c(C(=O)N3CCN(c4ccc(F)cc4)CC3)c2c1=O,-2%
Cc1nn2c(C(F)F)cc(-c3ccc(F)cc3)nc2c1Br,-17%
CCCC[C@@H]1CC2=C(C(=O)OC(C)(C)O2)[C@@H](c2ccc(F)cc2)O1,?
CCS(=O)(=O)c1ccc2oc([C@H]3CCN(Cc4c[nH]c5ccccc45)C3)nc2c1,3%[176 µM]
CN(C)c1ccc(CNC(=O)c2cnc(N3CCNC3=O)s2)cc1,?
Cc1ccc(S(=O)(=O)N2CCCCC2)cc1NC(=O)CSc1nc(Cc2ccccc2)c(C)[nH]1,-8%
CCc1noc(-c2ccn3c(CNC(=O)c4ccc(C)c(F)c4)nnc3c2)n1,23%
COc1ccc(C(=O)N2CCc3ccc(C(=O)NCCC(C)C)cc32)cc1,-9%
COCC(=O)NC[C@H]1O[C@@H](CO)[C@@H](O)[C@H]1N1CCc2ccccc2C1,?
COc1ccc(C(=O)NC2CCN(C(=O)N3CC4CC(C3)[C@H]3CCCC(=O)N3C4)CC2)cn1 (stereo partly drawn),12%
CCOc1ccccc1NC(=O)c1nc2ccccc2nc1N1CCOCC1,-24%
COc1ccc(C(=O)N2CCN(C(=O)Nc3cccc(OC)c3)C[C@@H]2C(=O)N[C@H]2CCCNC2=O)cc1,-9%
c1cncc(-c2nc(NCc3ccncc3)c3ccccc3n2)c1,33%
COC(=O)C1CCN(C(=O)CC(c2ccccc2)c2ccccc2Cl)CC1 (stereo not drawn),19%
CC(=O)NC[C@H]1CCN(Cc2ccc(F)c(Cl)c2)C[C@H]1N(C)C,45%[activator]
O=C(Cc1ccc(F)cc1)N1CCCCC12Cc1ccccc1NC2=O (stereo not drawn),-12%[176 µM]

The results go on:
Compound,ALOX12 inh
O=C(c1ccc2c(c1)OCCO2)N1CCN(c2ccc(C(F)(F)F)cn2)CC1,?
Nc1nccnc1C(=O)Nc1cccc(OCc2cccnc2)c1,10%
COC(=O)[C@]12CCCCC=C1N(Cc1ccc3c(c1)OCO3)C(=O)[C@H](CC(=O)NCCCN1CCCC1=O)C2,?
CC(=O)c1c[nH]c(C(=O)OCc2cc(=O)oc3cc(C)ccc23)c1,-51%
CCN(CC)c1nc2ncn(CC(=O)Nc3ccc(Br)c(C)c3)c(=O)c2s1,-7%
N#Cc1nc(-c2ccco2)oc1N1CCN(C(=O)c2cccc(Cl)c2)CC1,-6%
NC(=O)[C@H](Cc1cccs1)NC(=O)C1=C[C@@H](NC(=O)CC2(CC(=O)O)CCCC2)[C@@H](O)[C@H](O)C1,2%
COc1ccc(N2CC(C(=O)NCc3cccc(OC)c3)NC2=O)cc1 (stereo not drawn),43%[activator]
CN(Cc1cccnc1)C(=O)CCC[C@@H]1[C@H]2CCCN3CCC[C@@H](CN1Cc1cccnc1)[C@@H]23,45%[activator]
CCN(C(=O)c1cc2c(s1)-c1ccccc1SC2)c1ccccc1C,-8%
O=c1c2cc(-c3ccc(F)cc3)nn2ccn1CC(O)c1ccc(F)cc1 (stereo not drawn),-5%
CC(C)(C)c1ccc(C(=O)Nc2c(F)c(F)c(F)c(F)c2F)cc1,29%
Cc1cccc(C)c1NC(=O)N1CCN(S(C)(=O)=O)CC1,9%
Cc1ccc(-n2c(C3CCN(C(=O)c4ccccc4Cl)CC3)n[nH]c2=O)cc1,?
CC(=O)Nc1cccc(-c2cc3nc(NCc4cccnc4)n(C)c(=O)c3s2)c1,-1%
COc1cccc(S(=O)(=O)N2CCN(C3CCN(CCC(C)C)C3=O)CC2)c1 (stereo not drawn),26%
Cc1ccc(NC(=O)CN(C)S(=O)(=O)c2ccc(C(=O)N3CCOCC3)s2)cc1F,-14%
Cc1nc(CC(=O)N[C@@H]2COCC[C@H]2Oc2ccc(C#N)cc2)c(C)s1,2%
CC1(C(=O)Nc2ccc3c(c2)OCCO3)CCN1Cc1ccccc1OC(F)F (stereo not drawn),-13%
Oc1ccccc1OCCOCCOCCOc1ccccc1O,-30%
Cc1ccc(CNC(=O)C2CCCN(C(=O)c3cccc(C(F)(F)F)c3)C2)cc1 (stereo not drawn),?
COc1ccc(CC(=O)NC2CCCc3c2[nH]c2ccccc32)cc1 (stereo not drawn),?
CCCNC(=O)N1CCN2C(=O)c3cc(-c4cccc(C(F)(F)F)c4)ccc3NC(=O)[C@@H]2C1,?
COc1ccc(-c2cccc(C(=O)O)c2)cc1,-11%
COc1ccc(NC(=O)COc2cccc(C)c2)c2cccnc12,26%
COc1cccc(-c2cccc(-c3nc(C4CCOCC4)nn3CCO)c2)c1,22%
CCCNC(=O)C1(C)CCCN(Cc2ccc(-c3ccccc3)cc2)C1 (stereo not drawn),-5%
CCOc1ccc(CC(=O)N2[C@@H]3CC[C@H]2CC(NC(=O)c2ccncc2)C3)cc1 (stereo partly drawn),32%[activator]
COC(=O)c1ccc2nc(-c3ccc(C)cc3)c(CC(C)(C)C)n2c1,0%
CC(C)(C)CC(=O)Nc1nc2c(s1)C[C@@H]1[C@](C)(CO)[C@H](O)CC[C@@]1(C)[C@@H]2CC(=O)NC1CCCCC1,-2%

Reprinted from the part before: six entries, then new ones.
Compound,ALOX12 inh
COc1ccc(NC(=O)COc2cccc(C)c2)c2cccnc12,26%
COc1cccc(-c2cccc(-c3nc(C4CCOCC4)nn3CCO)c2)c1,22%
CCCNC(=O)C1(C)CCCN(Cc2ccc(-c3ccccc3)cc2)C1 (stereo not drawn),-5%
CCOc1ccc(CC(=O)N2[C@@H]3CC[C@H]2CC(NC(=O)c2ccncc2)C3)cc1 (stereo partly drawn),32%[activator]
COC(=O)c1ccc2nc(-c3ccc(C)cc3)c(CC(C)(C)C)n2c1,0%
CC(C)(C)CC(=O)Nc1nc2c(s1)C[C@@H]1[C@](C)(CO)[C@H](O)CC[C@@]1(C)[C@@H]2CC(=O)NC1CCCCC1,-2%
COc1ccc(C2=CC(c3ccc(OC)cc3)n3nnnc3N2)cc1 (stereo not drawn),?
O=C(C1CC1)N1CCCC(c2noc(COc3ccccc3F)n2)C1 (stereo not drawn),34%[activator]
COc1ccc(CN(C)S(=O)(=O)c2ccc3c(c2)OCCCO3)cc1,4%
CC1Oc2ccccc2C=C1/C=C1\Oc2cc(OCC(=O)OC(C)(C)C)ccc2C1=O (stereo not drawn),?
CN1c2cc(C(=O)N3CCN(c4cccc(Cl)c4)CC3)ccc2C(=O)N2CCCC21 (stereo not drawn),19%
COc1ccc(C=O)cc1COc1ccc(-c2ccccc2)cc1,?
O=C(c1ccc(F)cc1)N1CC(c2noc(-c3ccccc3)n2)C1,83%[activator]
O=C(c1ccncc1)N1CCn2c(nnc2-c2cncc(Br)c2)C1,4%[6.33 µM]
Cc1ccc(OC2CCN(C(=O)[C@H]3O[C@@H](n4cnc5c(N)ncnc54)[C@H](O)[C@@H]3O)CC2)cc1,-11%
CC(C)CC(=O)Nc1nn2c(CC(C)C)nnc2s1,-24%
Cc1ccc(-c2cnc(CCC(=O)N(CCC#N)CCC#N)o2)cc1,15%
O=C(NC[C@H]1O[C@@H]2C[C@@H](CC(=O)N3CCC(F)(F)C3)O[C@@H]2[C@@H]1O)NC1CCCCC1,25%[176 µM]
CCOCCCNC(=O)N1[C@@H]2CC[C@H]1CC(NC(=O)c1ccc(F)cc1)C2 (stereo partly drawn),-1%
Cc1cccc(NC(=O)CSc2nnc(Cc3ccccc3)n2-n2cccc2)c1C,-1%
Cc1ccc(S(=O)(=O)Nc2ccc(C)n(CC(=O)N3CCCN(C)CC3)c2=O)cc1,33%[activator]
CN(Cc1cnn(C)c1)C(=O)C1C2C(=O)N(Cc3ccc(F)cc3)C[C@@]23C=C[C@@H]1O3 (stereo partly drawn),7%
Cc1nn(-c2cccc(Br)c2)c(C)c1[C@@H]1C=C[C@@H](NCc2cccc(C#N)c2)C1,7%
CC(C)NC(=O)OC[C@H]1O[C@H](C#Cc2ccc(C(C)(C)C)cc2)C=C[C@H]1O,-21%
CC(C)OC(=O)N(C)C[C@H]1OCc2cnnn2CCCC(=O)N([C@@H](C)CO)C[C@H]1C,22%
O=C(Cn1cnc(S(=O)(=O)N2CCCC2)c1)Nc1ccc(-c2ccno2)cc1,-2%

As a short view, some entries already given:
Compound,ALOX12 inh
Cc1ccc(OC2CCN(C(=O)[C@H]3O[C@@H](n4cnc5c(N)ncnc54)[C@H](O)[C@@H]3O)CC2)cc1,-11%
CC(C)CC(=O)Nc1nn2c(CC(C)C)nnc2s1,-24%

Only part of the results is shown; rates above refer to the full screens.
